# Screening data from PubChem.
# Rab9 promoter act: qHTS Assay for Rab9 Promoter Activators; Huh7 Rab9 promoter-luciferase reporter, luminescence, 24 h; Potency, µM (titrated, usually from 9.22 µM), for the others: at the highest dose activation, negative = inhibition, most hits filed as activators; 320,000 tested, 2.8% active; also: % of control where 0% means no effect; nearly all actives have a fitted effect of over 60% in size
#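 Steps: seed 1500 Huh7 Rab9-luc cells per well, rest 2 h at 37 °C; add compound in DMSO; incubate 24 h; add luciferase reagent, 10 min ambient; read luminescence.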
# BRCA1 expr up: qHTS Assay to Identify Small Molecule Activators of BRCA1 Expression | 380,000 tested, 1.1% active | AID 624202, 2012 | Potency, µM (top dose mostly 46.1 µM), for the others: top-dose activation, usual class: activators | MCF7-BRCA1-FFLuc reporter, luminescence, 48 h; response scale: scaled: vehicle 0%, 10 µM genistein 100%; also: nearly all actives have a fitted effect of over 80% in size; some results filed as inactive show a strong effect at the top dose
#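 Cells: MCF7-BRCA1-FFLuc, 2000/well. Exposure: 48 h, 37 °C, 5% CO2. Read: luminescence, 15 min post-substrate. Controls: genistein 10 microM (maximal activation), DMSO (neutral).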
# p53 reactivation: qHTS assay for re-activators of p53 using a Luc reporter; 320,000 tested, 0.063% active; Potency, µM (doses to about 92.2 µM), inactives show top-dose activity change, positive = activation, hits mostly activators; H1299 p53-A138V BP100-luciferase reporter, luminescence, 24 h; also: % of control where 0% means no effect; nearly all actives have a fitted effect of over 45% in size
#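 H1299 (p53-null), stable ts p53-A138V + BP100-Luc; 1000 cells/well, Opti-MEM/10% FBS; cpd 4 pt, 1:5; 24 h, 37 deg C, 5% CO2; detection reagent 10 min RT; luminescence.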
# NPC1 prom act: qHTS Assay for NPC1 Promoter Activators; Huh7 NPC1 promoter luciferase reporter, 24 h; Potency, µM (doses to about 9.22 µM), inactives show at the highest dose activation, actives largely listed as activators; 320,000 tested, 2.4% active; AID 485313, 2010;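 also: % of control where 0% means no effect; nearly all actives have a fitted effect of over 60% in size; reporter is driven by a mutant NPC1 promoter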
#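 Compounds in DMSO were transferred onto Huh7 NPC1-luciferase reporter cells pre-incubated 2 h; after 24 h at 37 °C, Amplite reagent was dispensed and luminescence recorded 10 min later.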
# ELG1 genotox: qHTS screen for small molecules that induce genotoxicity in human embryonic kidney (HEK293T) cells expressing luciferase-tagged ELG1 | HEK293T ELG1-luciferase reporter, luminescence, 16 h | Potency, µM (highest dose often 46 µM), for the others: at the highest dose activity change, positive = activation, actives largely listed as activators | 330,000 tested, 1.3% active | AID 504466, 2011; also: % of control where 0% means no effect; nearly all actives have a fitted effect of over 60% in size
#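 HEK293T cells expressing luciferase-tagged ELG1 were treated with compound or DMSO for 16 hr at 37°C. Luciferase activity was then read after 30 min with ONE-Glo at room temperature; rising signal flags genetic stress.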
# RORg inh: qHTS for inhibitors of ROR gamma transcriptional activity | Drosophila S2 Gal4-RORgamma UAS-luciferase reporter, 20 h | Potency, µM (highest dose often 53.6 µM), inactives show top-dose activity change, negative = inhibition, actives largely listed as inhibitors | 310,000 tested, 5.4% active | AID 2551, 2010; also: % is scaled to controls: 0 for no effect and ±100 for the full control effect; nearly all actives have a fitted effect of over 60% in size
# Target sequence (P51450 whole entry, looked up, the tested form may be a part): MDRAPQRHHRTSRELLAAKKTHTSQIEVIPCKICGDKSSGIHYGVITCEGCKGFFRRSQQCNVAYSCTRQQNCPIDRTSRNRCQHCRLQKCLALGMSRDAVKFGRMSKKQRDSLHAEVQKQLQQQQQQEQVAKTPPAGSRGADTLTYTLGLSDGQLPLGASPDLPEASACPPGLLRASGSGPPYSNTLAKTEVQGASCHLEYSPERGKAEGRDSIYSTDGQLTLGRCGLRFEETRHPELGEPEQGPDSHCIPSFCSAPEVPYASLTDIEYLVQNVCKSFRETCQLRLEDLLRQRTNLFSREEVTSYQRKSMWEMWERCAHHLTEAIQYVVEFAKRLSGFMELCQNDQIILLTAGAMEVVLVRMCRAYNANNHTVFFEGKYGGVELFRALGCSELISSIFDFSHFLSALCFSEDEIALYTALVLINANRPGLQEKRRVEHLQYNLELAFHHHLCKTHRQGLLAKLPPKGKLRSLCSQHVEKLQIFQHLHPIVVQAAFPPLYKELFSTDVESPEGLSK
#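 Schneider cells (Drosophila), stable Gal4 DBD–ROR gamma + UAS-luc; 1 hr cmpd preincubation; Cu2+ induction 700 uM final; 20 hr ambient; luminescence.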
# uPA generation: qHTS for Inhibitors of Cell Surface uPA Generation; cell surface uPA generation assay, qHTS; Potency, µM (top dose mostly 38.3 µM), inactives show top-dose activity change, negative = inhibition, hits mostly inhibitors; 330,000 tested, 0.31% active; active = well fitted inhibition curve with a large enough effect; inconclusive = small, poorly fitted or top-dose-only effect; inactive = no such curve, though single readings can be large or run the other way; tested in mouse RAW 264.7 cells; also: % is scaled to controls: 0 for no effect and ±100 for the full control effect; nearly all actives have a fitted effect of over 55% in size
# FLuc counter: qHTS profiling assay for firefly luciferase inhibitor/activator using purifed enzyme and Km concentrations of substrates (counterscreen for miR-21 project). Luciferin 4-monooxygenase (Photinus pyralis), P08659. purified FLuc, Km substrates, luminescence inhibition. Potency, µM (doses to about 57.5 µM), for the others: top-dose activity change, negative = inhibition, hits mostly inhibitors. 360,000 tested, 6.9% active. AID 588342, 2011;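 also: plate controls were vehicle for no effect and reference inhibitor for full effect; nearly all actives have a fitted effect of over 55% in size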
# Target sequence (P08659 whole entry, looked up): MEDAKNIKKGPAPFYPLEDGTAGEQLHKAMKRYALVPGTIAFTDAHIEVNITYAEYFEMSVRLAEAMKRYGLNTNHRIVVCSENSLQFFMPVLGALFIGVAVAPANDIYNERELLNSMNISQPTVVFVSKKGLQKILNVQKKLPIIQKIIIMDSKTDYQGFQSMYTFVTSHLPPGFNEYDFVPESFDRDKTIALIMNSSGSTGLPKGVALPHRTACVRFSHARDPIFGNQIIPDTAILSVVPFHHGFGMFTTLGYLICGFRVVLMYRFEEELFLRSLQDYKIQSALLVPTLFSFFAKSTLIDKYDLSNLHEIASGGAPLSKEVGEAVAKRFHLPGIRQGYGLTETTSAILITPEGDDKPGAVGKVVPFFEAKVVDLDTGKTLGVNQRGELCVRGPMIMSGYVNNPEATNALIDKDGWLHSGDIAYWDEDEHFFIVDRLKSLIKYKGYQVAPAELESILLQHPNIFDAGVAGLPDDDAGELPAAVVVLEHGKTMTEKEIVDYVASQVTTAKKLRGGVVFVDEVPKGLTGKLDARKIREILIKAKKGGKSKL
#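 Biochemical qHTS of compounds, final roughly 60 µM downward over six points, against 10 nM purified firefly luciferase using Km concentrations of substrates (10 uM D-luciferin, 10 uM ATP) in Tris acetate pH 7.5 buffer; luminescence output.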
# MBNL1 CUG block: qHTS Assay for Inhibitors of MBNL1-poly(CUG) RNA binding; Potency, µM (top dose mostly 57.5 µM), without a hit: at the highest dose activity change, negative = inhibition, actives largely listed as inhibitors; 280,000 tested, 0.036% active; TR-FRET MBNL1-His/biotin-(CUG)12 binding, 665/545 ratio; Muscleblind-like protein 1 (Homo sapiens), Q9NR56; active = well fitted inhibition curve with a large enough effect in the signal ratio, with a control signal flat, not every such curve was filed as active; inconclusive = small, poorly fitted or top-dose-only effect, or effect the other way, or a change in a side signal; inactive = no such curve, though single readings can be large or run the other way; the % refers to the signal ratio; also: % is scaled to controls: 0 for no effect and ±100 for the full control effect
#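 MBNL1-His + Biotin-(CUG)12, cpd titration 92 nM–58 uM; Tb anti-His Ab 0.055 ng/ul, SA-XL665 5 nM (final); 60 min RT; ratiometric 665/545 nm, Ex 340 nm; normalized to buffer and full-complex controls.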
# Gal4-VP16 FLuc: VP16 counterscreen qHTS for inhibitors of ROR gamma transcriptional activity; 310,000 tested, 3.5% active; Potency, µM (doses to about 53.6 µM), for inactives: at the top dose activity, negative = inhibition, actives largely listed as inhibitors; Drosophila S2 Gal4-VP16 UAS-luciferase, luminescence, 20 h; AID 2546, 2010;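 also: Gal4-VP16 expression switched on by copper sulfate through the metallothionein promoter; % is scaled to controls: 0 for no effect and ±100 for the full control effect; nearly all actives have a fitted effect of over 50% in size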
# Starred values were filed as active, the others as inactive; u = inconclusive; x = no result given; & = joins results of further samples; [ ] = remark or other dose. Unless noted, calls follow the shape of the dose curve; as a rule, active = well fitted curve in the direction sought with a large enough effect; inconclusive = small, poorly fitted or top-dose-only effect, or another doubt; inactive = no such curve, though single readings can be large; an effect the other way counts as inactive or inconclusive. Potency is read from the fitted curve at half-maximal effect.
cpd | molecule | Rab9 promoter act | BRCA1 expr up | p53 reactivation | NPC1 prom act | ELG1 genotox
1 | CC(=O)N1c2ccc3ccccc3c2C2C=CCC2C1c1ccc(Br)cc1 (stereo not drawn) | -2% | x | -8% | 0% | -8%
2 | N#C/C(=C(/O)CCl)c1nc2ccccc2[nH]1 | 1% | -96% | -18% | -12% | 7%
3 | O=C(Nc1ccc(Oc2ccc(S(=O)(=O)N3CCOCC3)cn2)cc1)c1ccco1 | 5% | -35% | -3% | 5% | 2%
4 | Cc1nnc(SCC(=O)Nc2ccc3c(c2)OCO3)o1 | -4% | -9% | 3% | -2% | 5%
5 | Nn1c(SCC(=O)Nc2ccc3c(c2)OCO3)nnc1C(F)(F)F | -4% | -7% | -4% | 0% | -1%
6 | CN(C)S(=O)(=O)c1ccc(Cl)c(C(=O)OCC(=O)NNC(=O)c2cccs2)c1 | -2% | 4% | -10% | -2% | 2%
7 | COc1ccc(NC(=O)C2CCCN(S(=O)(=O)c3c(C)n[nH]c3C)C2)c(OC)c1 (stereo not drawn) | -5% | 0% | -3% | 0% | -7%
8 | CN(c1ccccc1C(=O)Nc1ccc(S(=O)(=O)N2CCCC2)cc1)S(C)(=O)=O | 14% | 4% | 1% | 16% | 5%
9 | Cn1c(=O)c(=O)n(C)c2cc(S(=O)(=O)NCCc3ccccc3)ccc21 | -2% | -14% | 0% | 0% | 2%
10 | Cc1nc(NC(=S)NC(=O)c2cncc(Br)c2)ccc1Br | -9% | -8% | 0% | 2% | 0%
11 | COC(=O)[C@H](Cc1ccccc1)NC(=O)NCCC1=CCCCC1 | -4% | -11% | 2% | -2% | -5%
12 | CN(C)CCCN(C(=O)c1ccc(Br)s1)c1nc2cc3c(cc2s1)OCCO3 | -1% | -29% | -1% | 1% | u
13 | COc1cccc(C(=O)Nc2cc(S(=O)(=O)N3CCCCC3)ccc2OC)c1 | -5% | -39% | -2% | -3% | -8%
14 | Cn1nc(-c2ccccc2)c(-c2nc(-c3cccc(Cl)c3)no2)c1Cl | 1% | -4% | 3% | 0% | -4%
15 | O=C(Nc1nc2ccccc2[nH]1)c1ccc(Cl)c([N+](=O)[O-])c1 | -1% | -23% | 4% | -3% | u

cpd | RORg inh | uPA generation | FLuc counter | MBNL1 CUG block | Gal4-VP16 FLuc
1 | -8%[10 µM] | x | -11% | x | -1%
2 | 5µM* | -7% | -15% | 2% | 10µM*
3 | u | 1% | 5% | 9% | -6%
4 | -29% | -10% | 1% | -3% | 0%
5 | -21% | 2% | 0% | -5% | 10%
6 | x | 10% | 2% | x | x
7 | 24% | -2% | -5% | 1% | 1%
8 | 1% | -3% | 3% | 6% | 0%
9 | 16% | 4% | -1% | 9% | 10%
10 | -45% | 8% | -8% | 7% | 1%
11 | 8% | x | -11% | -2% | -3%
12 | x | -11% | -4% | x | x
13 | -3% | 6% | 1% | -3% | 0%
14 | 18% | -1% | 6% | 0% | 3%
15 | 2.8µM* | -3% | u | 4% | u

# Next part
cpd | molecule | Rab9 promoter act | BRCA1 expr up | p53 reactivation | NPC1 prom act | ELG1 genotox
16 | CC(=O)c1sc(NC(=O)CCCOc2ccccc2C)nc1C | -4% | -1% | 1% | 1% | 6%
17 | NC(=NC(=O)c1ccccc1)N1CCN(C(c2ccccc2)c2ccccc2)CC1 | 0% | -75%[inhibitor] | -2% | -6% | -10%
18 | O=C(O)C1Sc2[nH]c(=O)sc2C2c3ccc(O)cc3OC(=O)C12 (stereo not drawn) | 0% | -4% | 3% | 4% | 2%
19 | N#Cc1cnn(-c2ccc(F)cc2)c1N | -5% | -4% | 3% | 0% | 2%
20 | COc1ccc(-c2nc(NC(=O)CSCCO)sc2C)cc1 | -4% | -11% | 7% | -1% | 6%
21 | O=C(O)C1CC(=O)N(Cc2ccccc2)C1 (stereo not drawn) | 0% | -13% | 10% | 0% | -3%
22 | C=CCN1c2ccccc2[C@]23C[C@@H](C(=O)OC)N(C(=O)C4CCC4)C2=NC(C(=O)OC)=C(C(=O)OC)[C@H]13 | -6% | -2% | 2% | -4% | 0%
23 | CC(=O)/C(N=Nc1ccc(-n2ccc(C(F)(F)F)n2)cc1)=C(\C)O | -7% | 6% | 1% | -4% | 4%
24 | O=C(CCn1nnc(-c2cccs2)n1)NC1CCCCC1 | -4% | 1% | -3% | -1% | 2%
25 | C=CCn1c(COc2ccc(F)cc2)nnc1SC(C)C(=O)NCC1CCCO1 (stereo not drawn) | 0% | -12% | -4% | 2% | 1%
26 | COCCNC(=O)C(C#N)c1nc2ccccc2nc1N1CCCCCC1 (stereo not drawn) | -3% | -33% | -20% | -4% | -5%
27 | COc1ccc(S(=O)(=O)N2CCC3(CC2)OCCN3S(=O)(=O)c2cccs2)cc1OC | -1% | -14% | -6% | -2% | 12%
28 | CSc1nsc(SCc2ccc(Cl)cc2)n1 | 0% | 6% | 12% | 2% | 3%
29 | COc1cccc(-c2nc(NCCN3CCOCC3)c3ccccc3n2)c1O | 4% | 14%[1.84 µM] | -5% | -3% | 0%
30 | COC(=O)c1cc(NC(=O)CC2CCCC2)cc(C(=O)OC)c1 | -2% | -29% | -7% | -8% | -6%

cpd | RORg inh | uPA generation | FLuc counter | MBNL1 CUG block | Gal4-VP16 FLuc
16 | -12% | -3% | 2% | 34%[activator] | -2%
17 | 16% | -3% | -1% | -5% | -6%
18 | -5% | 4% | -15% | 3% | 2%
19 | -17% | 0% | -1% | x | -17%
20 | u | 0% | -4% | -1% | u
21 | 12% | 0% | 2% | -5% | -4%
22 | 7% | 5% | 0% | -9% | -10%
23 | 40% | 6% | -21% | 10% | 5%
24 | 29% | 2% | 0% | -4% | 12%
25 | x | -17% | 4% | x | x
26 | -3% | -3% | 1% | 22% | -2%
27 | x | -7% | 2% | x | x
28 | 33% | x | u | 2% | 15%
29 | -20% | -9% | -13% | -11% | -27%
30 | 22% | -1% | 0% | -3% | 1%

# Next part.
cpd | molecule | Rab9 promoter act | BRCA1 expr up | p53 reactivation | NPC1 prom act | ELG1 genotox
31 | Cc1ccc(CNC(=O)[C@H]2C[C@@H]2[C@H](NP(=O)(c2ccccc2)c2ccccc2)c2ccccc2)o1 | 1% | -15% | 2% | -9% | -3%
32 | N#Cc1nc(COc2ccccc2)oc1N1CCOCC1 | -1% | 1% | u | u | u
33 | C=CCNC(=O)c1c(Br)cnn1-c1ccc(C)cc1 | 2.5µM* | 65% | 8% | 2.5µM* | u
34 | COc1ccc2[nH]c(=O)c(CN(C(=O)c3ccccn3)C3CCCCC3)cc2c1 | 0% | 9% | 1% | -3% | 8%
35 | COc1ccc(COC(=O)NC2CCN(S(=O)(=O)c3ccc(OC)cc3)CC2)cc1 | -1% | -34% | -2% | -8% | -9%
36 | Cc1cc(C)nc(N2CCCC(C(=O)NC(C)CCc3ccco3)C2)n1 (stereo not drawn) | 2% | 0% | -2% | 2% | -4%
37 | COC(=O)c1ccccc1NS(=O)(=O)c1cn(C)c(=O)n(C)c1=O | -1% | -8% | 4% | 0% | 3%
38 | CN(C)Cc1c(C(=O)N/N=C/c2ccoc2)nnn1-c1nonc1N | 0% | 7% | 4% | -5% | -4%
39 | Cc1ccc(S(=O)(=O)CCc2nnc(N)s2)cc1C | -10% | 0% | 9% | -2% | 0%
40 | Clc1ccc(-c2nnc3sc(-c4ccc(Br)o4)nn23)c(Cl)c1 | -6% | -18% | -2% | -3% | 1%
41 | O=C(NCc1nnc(SCC(=O)N2CCCc3ccccc32)o1)c1ccccc1F | 2% | -5% | -1% | -4% | -2%
42 | Cc1ccc(Cl)c2sc(NC(=O)C3CC3)nc12 | 2% | -55% | 18% | 0% | 0%

cpd | RORg inh | uPA generation | FLuc counter | MBNL1 CUG block | Gal4-VP16 FLuc
31 | u | -4% | -1% | -16% | 3%&10%
32 | -14% | -2% | 1% | -6% | 0%
33 | 4% | 1% | 19µM* | 25% | 6%
34 | 18% | -5% | 5% | 4% | 1%
35 | 40% | 4% | 3% | 10% | -6%
36 | -8% | x | 0% | -7% | -9%
37 | 25% | -5% | 1% | -3% | 11%
38 | 17% | 1% | -1% | -2% | 1%
39 | -6% | 7% | -1% | u | 10%
40 | -37% | 4% | 7% | 10% | -12%
41 | 0% | -1% | -1% | -1% | 10%
42 | u | 3% | -1% | 1% | 1%

# Sorted by the number under BRCA1 expr up (low to high): some entries from above.
item	structure	BRCA1 expr up	p53 reactivation	NPC1 prom act	RORg inh	uPA generation
2	N#C/C(=C(/O)CCl)c1nc2ccccc2[nH]1	-96%	-18%	-12%	5µM*	-7%
15	O=C(Nc1nc2ccccc2[nH]1)c1ccc(Cl)c([N+](=O)[O-])c1	-23%	4%	-3%	2.8µM*	-3%
36	Cc1cc(C)nc(N2CCCC(C(=O)NC(C)CCc3ccco3)C2)n1 (stereo not drawn)	0%	-2%	2%	-8%	x
